Efflux pump mplx: inhibitors of Candida antifungal efflux pumps expressed in yeast; S. cerevisiae Candida pump triplex, Nile Red efflux; inhibition, % at 10 µM; 0.44% of 330,000 active;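 active = plate passing quality check with inhibition over a set limit, or well fluorescence over plate mean plus 4 SD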;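 note: Nile Red retained in pooled yeast measured as flow cytometry median fluorescence; 0% = buffer negative control and 100% = Enniatin B positive control; higher means more Nile Red kept so more efflux inhibition; some compounds called inactive have numbers as strong as hits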
VLA-4 inh: inhibition in a human VLA-4 binding assay. 0.2% of 330,000 active. inhibition, % (about 7 µM as worked out from the volumes in the protocol). VLA-4 expressing cells, ligand binding flow cytometry; in the data active = inhibition above about 50%
Target sequence (P13612 whole entry, looked up): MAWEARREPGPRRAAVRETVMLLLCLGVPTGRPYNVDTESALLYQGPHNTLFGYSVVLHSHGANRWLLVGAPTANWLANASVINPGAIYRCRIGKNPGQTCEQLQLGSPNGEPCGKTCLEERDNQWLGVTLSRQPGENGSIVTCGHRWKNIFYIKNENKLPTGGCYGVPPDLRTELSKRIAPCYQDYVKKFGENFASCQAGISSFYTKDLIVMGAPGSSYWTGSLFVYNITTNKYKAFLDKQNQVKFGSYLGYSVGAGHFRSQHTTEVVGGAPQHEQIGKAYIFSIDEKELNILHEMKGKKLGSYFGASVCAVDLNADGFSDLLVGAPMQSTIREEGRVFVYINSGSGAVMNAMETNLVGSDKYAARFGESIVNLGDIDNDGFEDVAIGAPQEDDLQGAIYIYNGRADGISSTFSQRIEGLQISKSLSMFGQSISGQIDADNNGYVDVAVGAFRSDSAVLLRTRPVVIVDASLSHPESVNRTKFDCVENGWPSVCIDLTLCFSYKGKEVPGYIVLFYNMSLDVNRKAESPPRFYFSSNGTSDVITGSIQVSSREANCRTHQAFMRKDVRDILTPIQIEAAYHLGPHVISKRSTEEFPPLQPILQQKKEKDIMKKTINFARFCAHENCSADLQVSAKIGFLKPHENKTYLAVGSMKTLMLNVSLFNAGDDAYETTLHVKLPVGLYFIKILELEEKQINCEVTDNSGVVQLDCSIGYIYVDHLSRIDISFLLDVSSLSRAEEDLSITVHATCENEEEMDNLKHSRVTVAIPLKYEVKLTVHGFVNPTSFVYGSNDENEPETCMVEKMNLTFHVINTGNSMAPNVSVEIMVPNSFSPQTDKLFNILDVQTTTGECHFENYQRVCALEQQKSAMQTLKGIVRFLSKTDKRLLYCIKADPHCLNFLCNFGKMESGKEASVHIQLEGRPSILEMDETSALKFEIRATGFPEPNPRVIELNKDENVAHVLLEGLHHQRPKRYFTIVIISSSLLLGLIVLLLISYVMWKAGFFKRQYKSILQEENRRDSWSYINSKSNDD
GLD-1 RNA inh: GLD-1-TGE RNA interaction inhibition (C. elegans) | Q17339 | purified GLD-1 + fluorescein TGE RNA, fluorescence polarization | inhibition, % at 5.96 µM | 0.44% of 320,000 active | AID 2280;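 active = percent inhibition above a per-plate cutoff, the plate mean of test compounds plus 3 SD, cut at about 30% in these data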;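 note: 0% = DMSO wells with GLD-1 and probe and 100% = wells lacking GLD-1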
MCL1 BIM primary: disrupts human MCL1 binding to BIM-BH3 peptide; AID 2057; Q07820; 0.68% of 320,000 active; inhibition, % at 10.9 µM; GST-MCL1 / FITC-Bim-BH3 fluorescence polarization;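 active = inhibition above the mean inhibition of all tested compounds plus 3 SD, set per campaign, cut at about 40% in these data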;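 note: 0% = DMSO wells and 100% = unlabeled Bim-BH3 peptide control; higher means more loss of mP so more displacement of Bim peptide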
PME-1 primary: blocks human protein phosphatase methylesterase 1. Q9Y570. recombinant PME-1, FP-Rh probe fluorescence polarization. inhibition, % at 5.9 µM. 0.53% of 320,000 active. AID 2130;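 active = inhibition above the campaign mean of all compounds plus 3 SD, cut at about 26% in these data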;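 note: competitive labeling of PME-1 active site by serine hydrolase directed probe; 0% = PME-1 with DMSO and 100% = wells lacking PME-1 enzyme; inhibitors block probe labeling so polarization falls and inhibition rises; many of its hits are not listed in these tables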
GRK2 aptamer HTS: human GRK2 inhibition via aptamer displacement. 0.59% of 330,000 active. P25098. inhibition of aptamer binding, % at 10 µM. bead flow cytometry, FAM-aptamer displacement from GRK2. AID 488847;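 active = inhibition of aptamer binding above 40%, roughly 3 SD of noise, on plates passing a quality check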;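 note: median bead fluorescence of bound FAM aptamer so fluorescent compounds give negative values; no value below 0 was filed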
Fam108B inh: Fam108B inhibition, counter-screen for RBBP9 inhibitors; recombinant Fam108B, FP-Rh probe fluorescence polarization; inhibition, % at 9.51 µM; 0.33% of 300,000 active; AID 1947;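 active = inhibition above the screen mean inhibition plus 3 SD, computed separately per campaign, cut at about 18% in these data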;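 note: inhibitors lower polarization as less probe binds the enzyme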
Bcl-xL primary: blocks human Bcl-xL binding to Bim BH3 peptide | Q07817 | GST-Bcl-xL / FITC-Bim BH3 peptide fluorescence polarization | inhibition, % at 10.9 µM | 0.7% of 320,000 active | AID 2129;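 active = inhibition above the mean of all tested compounds plus 3 SD, cutoff set per campaign, cut at about 30% in these data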;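 note: 0% = DMSO wells and 100% = unlabeled Bim-BH3 peptide competitor; inhibitors lower millipolarization by displacing the labeled peptide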
MEX-5 binding: C. elegans MEX-5 TCR-2 RNA binding activity; Q9XUB2; MEX-5/FITC-TCR2 RNA binding, fluorescence polarization; hits give low values; activity score (negative = inhibition of binding), % at 10 µM; 0.38% of 300,000 active; AID 1832;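 active = inhibition past about -25% in most replicates, and total fluorescence under double the plate's negative control median, limit read from the data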;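 note: 0% = DMSO and -100% = 5 µM competing unlabeled TCR2 RNA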
An asterisk follows results filed as active; nt = no result given. The list is partial; the hit share may differ from the screen's.

Every second line gives: Efflux pump mplx | VLA-4 inh | GLD-1 RNA inh | MCL1 BIM primary | PME-1 primary | GRK2 aptamer HTS | Fam108B inh | Bcl-xL primary | MEX-5 binding
- O=C(c1ccco1)N1CCN(C(=O)c2ccc(CS(=O)c3ccc(F)cc3)o2)CC1 (stereo not drawn)
 : 0.0 | 0 | -3 | 1 | 3 | 0 | 2 | 1 | -1.7
- COC(=O)NCC(c1cccnc1)N1CCN(c2ccccc2OC)CC1 (stereo not drawn)
 : -0.2 | -1 | 4 | 1 | -2 | 0 | 2 | 4 | 1.7
- O=C(N/N=C/c1ccc2c(c1)OCO2)c1ccc(NC(=O)c2ccc(F)cc2)cc1
 : 0.3 | 7 | -6 | 6 | -9 | 0 | -9 | 1 | 0.1
- COc1ccc(Cl)cc1S(=O)(=O)n1nnc2ccccc21
 : 0.0 | 10 | 3 | 11 | -5 | 1 | 3 | 4 | 0.9
- Cc1nc(C(=O)NCCC(C)C)sc1C1(C)CC(c2ccccc2)=NO1 (stereo not drawn)
 : 0.0 | 16 | 3 | 3 | -6 | 0 | 0 | 2 | 1.5
- Cc1c(Cl)cccc1NC(=O)Cn1cccc1
 : 0.8 | 5 | 3 | 0 | -2 | 2 | 2 | 1 | 0.1
- Cc1cc(N2CCOCC2)nc2cc(O)ccc12
 : 0.2 | -2 | -4 | 5 | 0 | 0 | 4 | 0 | 2.0
- Cc1ccsc1/C=N/NC(=O)CNC(=O)c1cccc([N+](=O)[O-])c1C
 : 0.1 | 56* | 6 | 2 | 2 | 2 | -3 | 2 | 0.5
- CC(C)CCNCC(O)CON=C1c2ccccc2-c2ccccc21 (stereo not drawn)
 : 0.0 | 22 | 3 | 0 | -2 | 0 | -3 | 7 | 1.1
- O=C(CCCN1C(=O)c2cccnc2C1=O)N1CC(=O)N(CCc2ccccc2)C(=O)C1
 : 0.0 | 3 | 7 | -2 | -10 | 0 | -2 | 0 | nt
- CN1C[C@@H]2C(c3ccc(Cl)nc3)C3(c4cccnc4)CC2(C3)[C@H]1c1ccccc1 (stereo partly drawn)
 : -0.1 | 5 | 7 | 3 | 6 | 0 | 1 | 1 | 0.8
- CCc1ccc(NS(=O)(=O)c2ccc3[nH]c(=O)[nH]c3c2)cc1
 : -0.1 | 10 | -5 | -4 | 4 | 4 | -2 | 3 | -1.6
- C=CCn1c(-c2ccc(N)cc2)nc2ccccc21
 : -0.1 | -2 | -5 | -1 | -1 | 2 | 1 | 2 | 1.3
- Oc1ccc(C2C(c3ccccc3)=NN=C(c3ccc(Cl)cc3)N2O)c(O)c1 (stereo not drawn)
 : -15 | -42 | 5 | 8 | -8 | 0 | 0 | 12 | -0.3
- Cc1c(N(C(=O)Cc2cccs2)C2(C(=O)NC3CCCC3)CCCCC2)c(=O)n(-c2ccccc2)n1C
 : 0.1 | 0 | -9 | -2 | 4 | 0 | -3 | -1 | 1.8
- CNC(=O)CCn1nc(-c2ccccc2)c2ccccc2c1=O
 : 0.0 | 15 | -7 | -4 | 0 | 1 | 1 | -6 | 1.7
- O=C(Nc1ccc(O)c(-c2nc3ccccc3o2)c1)C1(c2ccc(Br)cc2)CCCC1
 : -4.9 | -6 | 7 | -7 | 4 | 0 | -2 | -2 | 2.4
- CCOc1ccccc1NC(=O)C1CCN(C(=O)C2CC(=O)N(c3ccc(C)cc3)C2)CC1 (stereo not drawn)
 : 0.1 | 14 | 5 | 1 | -2 | 0 | 0 | 5 | -1.9
- CCCCSC1=C(C#N)C(c2ccccc2C)CC(=O)N1 (stereo not drawn)
 : 0.0 | 7 | -5 | 3 | -3 | 1 | -1 | 3 | -0.3
- O=C(NCC1CCCO1)c1cccc(C(=O)NCC2CCCO2)c1 (stereo not drawn)
 : 0.5 | 14 | 6 | -1 | -4 | 0 | 4 | 4 | 3.6
- CC(C)CNC(=O)CSc1nc2nn(-c3ccccc3)c(=O)c-2c2n1CCCCC2
 : -0.2 | 8 | -6 | -7 | 0 | 39 | -5 | -1 | -1.0
- COc1cc(C(CC(=O)Nc2ccc(Cl)cn2)N2Cc3ccccc3C2=O)cc(OC)c1OC (stereo not drawn)
 : 0.0 | 3 | 4 | 10 | 1 | 4 | -3 | 7 | -1.3
- Cc1cc2c(c(SCC(=O)NCCc3ccccc3)n1)C(=O)OC2
 : 0.0 | 19 | 1 | -2 | 3 | 4 | -1 | 6 | 0.9
- C=CCC1NS(=O)(=O)OC(COC)C1C (stereo not drawn)
 : 0.1 | 1 | 8 | 0 | -1 | 0 | -2 | 1 | 1.8
- O=C(O)c1ccccc1C(=O)c1ccc2c(c1)CCC2
 : -0.1 | 2 | 1 | 12 | 5 | 0 | 1 | 2 | -2.3
- Cc1c(Cc2ccccc2)sc(N)c1C(N)=O
 : -0.2 | 0 | 17 | 25 | 5 | 1 | 7 | 22 | 2.4
- Cc1ccc(NC(=O)CN(C)C(=O)CSc2nncn2C)cc1
 : -0.1 | -22 | 9 | -1 | 0 | 0 | 3 | 9 | 0.9
- CC(=O)OCC(=O)NCC(=O)c1c[nH]c2ccccc12
 : -0.1 | -6 | 11 | -6 | -3 | 1 | 2 | 1 | -3.5
- CC(=O)NC(Cc1ccc(F)c(F)c1)C(=O)NC1CCN(c2nnnn2-c2ccccc2)CC1 (stereo not drawn)
 : 0.1 | -9 | 2 | -1 | 4 | 0 | 3 | 4 | -4.8
- C=CC(O)(C#CCN(CC)CC)c1ccccc1 (stereo not drawn)
 : 0.3 | 24 | 1 | 3 | 2 | 1 | -2 | 6 | -0.4
- CCN1C(=O)[C@H]2[C@@H](c3ccc(C)cc3)N3C(=O)N(c4ccccc4)C(=O)[C@@]3(Cc3ccc(Cl)cc3)[C@H]2C1=O
 : 0.1 | -11 | -1 | 0 | 1 | 0 | -4 | 0 | -3.3
- O=C(O)c1cccc(S(=O)(=O)Nc2ccc3[nH]c(=O)[nH]c3c2)c1
 : -0.1 | -13 | 13 | 8 | -2 | 1 | 10 | 16 | -6.0
- Cn1c(=S)n(/N=C/c2ccc3c(c2)OCO3)c2ccccc21
 : 0.1 | -2 | -5 | 3 | 3 | 0 | -2 | -1 | nt
- CC(=O)Nc1ccc(C(=O)c2ccccc2)cc1
 : 0.0 | 6 | 8 | 2 | 2 | 0 | 0 | 3 | -2.4
- O=C(Nc1c2c(nn1-c1ccc(F)cc1)CS(=O)(=O)C2)c1ccc(S(=O)(=O)N2CCOCC2)cc1
 : 0.0 | 3 | -7 | 0 | 3 | 0 | 2 | 6 | -2.9
- COc1ccccc1C(=O)OCCN1CCOCC1
 : -0.1 | 13 | -2 | -1 | -1 | 0 | -5 | 3 | 2.8
- COc1ccc(C(CNC(=O)C(CCSC)NC(=O)c2ccccc2Cl)N2CCCC2)cc1 (stereo not drawn)
 : -0.3 | 36 | -10 | -5 | 1 | 0 | nt | -1 | nt
- O=C(O)CC(c1ccccc1F)N1Cc2ccccc2C1=O (stereo not drawn)
 : -0.1 | 2 | -4 | 0 | 0 | 0 | 0 | 0 | -2.5
- Nc1ncnc2c1ncn2[C@@H]1O[C@H](COP(=O)(O)OP(=O)(O)OP(=O)(O)O)[C@@H](O)[C@H]1O
 : 0.0 | 46 | 0 | 12 | 2 | 0 | 0 | 3 | nt
- O=C1Nc2cc(C(=O)N3CCOCC3)ccc2SC1N1CCOCC1 (stereo not drawn)
 : 19* | -2 | 21 | 20 | -3 | 3 | 8 | 13 | -7.8

Given tab-delimited: part of the list above.
structure	Efflux pump mplx	VLA-4 inh	GLD-1 RNA inh	MCL1 BIM primary	PME-1 primary	GRK2 aptamer HTS	Fam108B inh	Bcl-xL primary	MEX-5 binding
COc1ccccc1C(=O)OCCN1CCOCC1	-0.1	13	-2	-1	-1	0	-5	3	2.8
COc1ccc(C(CNC(=O)C(CCSC)NC(=O)c2ccccc2Cl)N2CCCC2)cc1 (stereo not drawn)	-0.3	36	-10	-5	1	0	nt	-1	nt

Remaining list, next part
Every second line gives: Efflux pump mplx | VLA-4 inh | GLD-1 RNA inh | MCL1 BIM primary | PME-1 primary | GRK2 aptamer HTS | Fam108B inh | Bcl-xL primary | MEX-5 binding
- O=C(NNC1=NCCCCC1)c1ccccc1
 : 0.0 | 8 | 3 | 4 | 3 | 0 | 0 | 5 | -1.5
- COc1ccc(OCC(=O)NNC(=O)c2cc3ccccc3o2)cc1
 : 0.4 | 13 | 2 | 2 | 2 | 5 | 6 | 7 | -0.4
- Fc1cccc(CN2CCN(c3nc4nonc4nc3NC3CC3)CC2)c1
 : 0.1 | 1 | 14 | 28 | -1 | 0 | -1 | 21 | -12
- CCN1C(=O)N[C@@H](CCc2ccccc2)C(C(C)=O)=C1C
 : 0.0 | 5 | -1 | 1 | -2 | 1 | 6 | 0 | -0.2
- COc1ccc(-n2nc3c(c2NC(=O)C(C)Oc2ccccc2)CS(=O)(=O)C3)cc1 (stereo not drawn)
 : 0.0 | -2 | -7 | 8 | 3 | 3 | -1 | 3 | 0.8
- N#CC1(NC(=O)COC(=O)CN2C(=O)c3ccccc3C2=O)CCCCC1
 : 0.1 | 9 | 3 | -2 | 3 | 2 | 2 | 1 | -0.4
- CC1(C(=O)NCc2ccc(Cl)c(Cl)c2)Oc2cccnc2NC1=O (stereo not drawn)
 : 0.0 | 6 | 0 | 1 | 3 | 1 | 4 | 3 | 0.8
- O=C(CSc1nnc(COc2cccc3cccnc23)o1)N1CCc2ccccc21
 : 0.1 | 14 | 9 | -7 | 6 | 0 | -4 | -6 | 3.3
- O=C(C(=O)N1CCN(c2ccccc2)CC1)c1c[nH]c2ccccc12
 : 0.3 | 8 | -12 | -19 | 3 | 2 | -10 | -13 | 0.2
- Cc1cc(C)c(OCCCCNCc2ccccc2)c(Cl)c1
 : 0.2 | 31 | 0 | -1 | -3 | 0 | 0 | 1 | -1.9
- COc1ccc(OC)c(N(CC(=O)N2CCCC2)S(=O)(=O)c2ccc(C)cc2)c1
 : -0.2 | 10 | 2 | 3 | 3 | 1 | -1 | -1 | -0.4
- COc1cc(NC2CCCCC2O)c2nc(-c3ccc(Cl)cc3)ccc2c1 (stereo not drawn)
 : -0.1 | 3 | -3 | -4 | 16 | 2 | 11 | -1 | 1.8
- CCc1nn(C(C)C(=O)NCCN2CCCCCC2)c(=O)c2cc3occc3n12 (stereo not drawn)
 : -0.1 | 20 | 4 | 6 | -8 | 0 | 1 | 0 | 0.8
- CS(=O)(=O)N(CC(=O)N/N=C/c1ccco1)c1ccccc1Br
 : -0.3 | 10 | 4 | 13 | 3 | 3 | -3 | 3 | -0.3
- Cc1ccc(N2C(=O)CC(N(CCc3ccccc3)C(=S)Nc3ccc(N(C)C)cc3)C2=O)cc1 (stereo not drawn)
 : -0.1 | 7 | -2 | -3 | -4 | 5 | -6 | 4 | -2.4
- COC(=O)CC1c2ccccc2S(=O)(=O)N1Cc1ccccc1 (stereo not drawn)
 : 0.0 | 3 | -3 | 5 | 1 | 0 | 4 | 2 | -1.6
- CCCc1cc(C(=O)NCc2ccccc2)no1
 : 0.0 | 14 | 2 | 1 | -2 | 0 | 1 | 5 | 3.6
- O=C(Cc1ccccc1)N/N=C/c1ccc(-c2ccc([N+](=O)[O-])cc2)o1
 : -0.4 | 16 | -3 | -23 | 0 | 0 | -4 | -5 | -3.0
- Cc1cccc(C)c1OC(=O)C(c1ccccc1)c1ccccc1
 : -0.2 | 13 | 1 | -1 | -2 | 9 | 1 | -1 | 1.4
- COCCN(Cc1cc2cc(C)ccc2nc1Cl)C(=O)Nc1ccccc1C
 : 0.0 | -10 | 6 | 0 | -10 | 9 | -2 | 1 | -2.9

From PubChem
